From PubChem BioAssay
NFkB SMM = binders of NF-kB p50 subunit, primary screen, biochemical, small molecule microarray, anti-His fluorescence; Nuclear factor NF-kappa-B p105 subunit (Homo sapiens), P19838; anti-His fluorescence binding; 1.3% of 17,000 active; calls only;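 active = spot fluorescence over background significantly raised, with a chance value under 7% in all four replicate spots of the compound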;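 also: probe protein is his-tagged human p50 processed subunit at 1 µg/ml; raw spot fluorescence signals with no normalization applied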
Target sequence (P19838 1-433 limits assumed): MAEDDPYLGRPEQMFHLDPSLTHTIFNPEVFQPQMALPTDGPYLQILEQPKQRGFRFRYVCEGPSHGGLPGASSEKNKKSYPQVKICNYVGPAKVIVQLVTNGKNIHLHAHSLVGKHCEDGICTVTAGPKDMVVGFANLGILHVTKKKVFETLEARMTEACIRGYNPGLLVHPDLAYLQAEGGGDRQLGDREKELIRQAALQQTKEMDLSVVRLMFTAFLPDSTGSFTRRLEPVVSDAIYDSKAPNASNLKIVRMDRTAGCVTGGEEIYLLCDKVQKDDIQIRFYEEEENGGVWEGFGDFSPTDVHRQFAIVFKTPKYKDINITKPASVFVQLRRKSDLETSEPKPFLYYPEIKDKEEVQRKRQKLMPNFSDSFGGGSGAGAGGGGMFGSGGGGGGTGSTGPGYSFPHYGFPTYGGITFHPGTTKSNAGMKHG
Calls only; i = inactive; + = active, no number. Only part of the results is shown; count on the stated rates, not on these rows.

SMILES | NFkB SMM
C[C@@H]1CN([C@H](C)CO)C(=O)c2cccc(NC(=O)Nc3cccc4ccccc34)c2O[C@@H]1CN(C)S(C)(=O)=O | i
O=C(CSc1nnc(-c2cccnc2)n1-c1ccccc1)Nc1ccc(Oc2ccccc2)cc1 | i
CNC[C@H]1Oc2ccc(N)cc2C(=O)N([C@@H](C)CO)C[C@@H]1C | i
C[C@@H]1CN([C@H](C)CO)C(=O)c2cc(NC(=O)C3CCCCC3)ccc2O[C@@H](C)CCCCO[C@@H]1CN(C)Cc1ccc(C(=O)O)cc1 | i
C[C@@H]1CN([C@@H](C)CO)C(=O)c2cccc(NS(C)(=O)=O)c2O[C@H]1CN(C)Cc1ccncc1 | i
CCOC(=O)/C=C/c1c(OC)cccc1OC | i
C[C@H](CO)N1C[C@H](C)[C@@H](CN(C)C(=O)Nc2ccccc2)Oc2ccc(NC(=O)CCN3CCOCC3)cc2C1=O | i
O=C(O)CCCCCCC(=O)Nc1ccc(C2CC(CSc3nc(-c4ccccc4)c(-c4ccccc4)o3)OC(c3ccccc3)O2)cc1 (configuration not stated) | i
COc1ccc(CN(C)C[C@@H]2Oc3ccc(NS(=O)(=O)c4ccc(Cl)cc4)cc3CC(=O)N([C@@H](C)CO)C[C@@H]2C)cc1 | i
C[C@@H]1CN([C@H](C)CO)C(=O)c2cccc(NS(=O)(=O)c3cn(C)cn3)c2O[C@H]1CN(C)C | i
CC(C)(C)OC(=O)CC[C@@]12N=C(c3ccc(OCCCO)cc3)O[C@@H]1c1ccccc1CN(C(=O)c1ccccc1)C2=O | i
CNC[C@H]1Oc2ccc(NC(=O)Nc3ccc(F)cc3)cc2C(=O)N([C@H](C)CO)C[C@H]1C | i
O=C(CSc1nc(-c2ccc(F)cc2)cs1)Nc1ccc(N2CCOCC2)c(Cl)c1 | i
CC(C)NC(=O)Nc1ccc2c(c1)CC(=O)N([C@@H](C)CO)C[C@@H](C)[C@@H](CN(C)Cc1ccc(C(F)(F)F)cc1)O2 | i
COc1ccc(OC)c(N(CC(=O)Nc2c(F)cccc2F)S(C)(=O)=O)c1 | i
CCC(=O)Nc1cccc(NC(=O)COc2ccc(Br)cc2)c1 | i
COc1cc(CC(CO)C(CO)Cc2cc(OC)c(O)c(-c3cc(CC(CO)C(CO)Cc4ccc(O)c(OC)c4)cc(OC)c3O)c2)ccc1O (configuration not stated) | i
C[C@H](CO)N1C[C@H](C)[C@@H](CN(C)Cc2ccc(C(=O)O)cc2)Oc2ccc(NC(=O)Nc3ccc4c(c3)OCO4)cc2C1=O | i
COc1ccccc1Nc1nc(N)nc(CSCCO)n1 | i
C[C@H](CO)N1C[C@H](C)[C@@H](CN(C)C)OCCCC[C@H](C)Oc2ccc(NS(=O)(=O)c3cn(C)cn3)cc2C1=O | i
O=C(CC1NC(=O)NC1=O)Nc1ccccc1 (configuration not stated) | i
COc1ccc(S(=O)(=O)Nc2ccc3c(c2)C(=O)N([C@H](C)CO)C[C@H](C)[C@H](CN(C)S(=O)(=O)c2cccs2)O3)cc1 | i
C[C@@H]1CN([C@@H](C)CO)C(=O)c2cccc(NS(=O)(=O)c3cn(C)cn3)c2O[C@H]1CN(C)C(=O)NC1CCCCC1 | i
C[C@@H]1CN([C@H](C)CO)C(=O)Cc2cc(NC(=O)Cc3ccccc3)ccc2O[C@H]1CN(C)C(=O)Nc1ccccc1 | i
C[C@@H]1CN([C@@H](C)CO)C(=O)c2cc(NC(=O)c3ccncc3)ccc2O[C@@H]1CN(C)C(=O)Nc1ccc2c(c1)OCO2 | i
C[C@@H]1CN([C@H](C)CO)C(=O)c2cc(NC(=O)NC3CCCCC3)ccc2O[C@H]1CN(C)C | i
C[C@@H]1CN([C@@H](C)CO)C(=O)CCCn2nncc2CO[C@H]1CN(C)C(=O)c1ccccc1 | i
C[C@@H]1CCCCO[C@@H](CN(C)C(=O)CCC(F)(F)F)[C@H](C)CN([C@@H](C)CO)C(=O)c2cc(NC(=O)c3ccncc3)ccc2O1 | i
C[C@H](CO)N1C[C@H](C)[C@H](CN(C)Cc2cccc(C(F)(F)F)c2)Oc2ncccc2C1=O | i
C[C@@H]1CN([C@H](C)CO)C(=O)c2cc(NC(=O)Nc3cccc4ccccc34)ccc2O[C@@H]1CN(C)C(=O)Nc1ccc2c(c1)OCO2 | i
C[C@H]1CN([C@@H](C)CO)C(=O)Cc2cc(NC(=O)C3CC3)ccc2O[C@@H]1CN(C)Cc1ccc(C(F)(F)F)cc1 | i
C[C@H](CO)N1C[C@H](C)[C@H](CN(C)Cc2ccc(Oc3ccccc3)cc2)OCc2cnnn2CCCC1=O | i
CC1=C(C(=O)c2ccccc2)C(NC(=O)c2ccncc2)(C(F)(F)F)C(=O)N1Cc1ccccc1 (configuration not stated) | i
CC1(C)Cc2c(c(N3CCOCC3)nc3sc4c(NCCN5CCOCC5)ncnc4c23)CS1 | i
CNC[C@@H]1OCCCC[C@@H](C)Oc2ccc(NS(=O)(=O)c3c(C)noc3C)cc2C(=O)N([C@H](C)CO)C[C@@H]1C | i
C[C@@H]1CCCCO[C@H](CN(C)C(=O)CCCN(C)C)[C@H](C)CN([C@@H](C)CO)C(=O)c2cc(N(C)C)ccc2O1 | i
C[C@@H]1CCCCO[C@H](CN(C)Cc2ccccc2)[C@@H](C)CN([C@@H](C)CO)C(=O)c2cc(NS(C)(=O)=O)ccc2O1 | i
O=S(=O)(NCc1ccco1)c1ccc(Oc2ccccc2)cc1 | i
Cc1ccc(S(=O)(=O)Nc2ccccc2-c2nc3ccccc3c(=O)o2)cc1 | i
C[C@H]1CN([C@@H](C)CO)C(=O)Cc2cc(N(C)C)ccc2O[C@@H]1CN(C)Cc1ccncc1 | i
COC(=O)c1ccc(C(=O)OC)c(NC(=O)CCC(=O)O)c1 | i
COc1cc2oc(-c3ccc(O)cc3)cc(=O)c2c(O)c1OC | i
COc1ccc(S(=O)(=O)N(C)C[C@@H]2Oc3c(NC(=O)c4cc(C)nn4C)cccc3C(=O)N([C@H](C)CO)C[C@H]2C)cc1 | i
Cc1ccc(NC(=O)CSc2nnc(-c3ccncc3)n2-c2ccccc2)cc1 | i
Cc1cc(CNC(=O)Nc2cccc([N+](=O)[O-])c2)nn1C | i
C[C@@H]1CN([C@@H](C)CO)C(=O)Cc2cc(NC(=O)Nc3cccc4ccccc34)ccc2O[C@@H]1CN(C)C(=O)Nc1ccc2c(c1)OCO2 | i
C[C@H](CO)N1C[C@H](C)[C@@H](CN(C)S(=O)(=O)c2cn(C)cn2)Oc2c(NS(=O)(=O)c3ccc(F)cc3)cccc2C1=O | i
C[C@@H]1CN([C@H](C)CO)C(=O)Cc2cc(NC(=O)CCC(F)(F)F)ccc2O[C@H]1CN(C)C | i
Cc1ccc2nc(-c3ccccn3)cc(C(=O)NCc3ccccn3)c2c1 | i
OCCNc1nc(Nc2ccc(Cl)cc2)nc(N2CCCCC2)n1 | i
C[C@H](CO)N1C[C@H](C)[C@@H](CN(C)S(=O)(=O)c2cn(C)cn2)Oc2c(NS(=O)(=O)c3ccc(Cl)cc3)cccc2C1=O | i
C[C@@H]1CN([C@H](C)CO)C(=O)c2cccc(NC(=O)c3cnccn3)c2O[C@H]1CN(C)C(=O)Nc1ccccc1 | i
CC(=O)Nc1cccc(OCC(=O)N(C)c2ccccc2)c1 | i
Cc1noc(C)c1S(=O)(=O)N(C)C[C@@H]1Oc2ccc(NS(=O)(=O)c3cn(C)cn3)cc2CC(=O)N([C@H](C)CO)C[C@@H]1C | i
C=CCc1ccc(O)c(-c2ccc(O)c(CC=C)c2)c1 | i
N#Cc1c(C(F)(F)F)cc(-c2ccc(Br)cc2)nc1SCCC(=O)O | +
C[C@@H]1CN([C@H](C)CO)C(=O)Cc2cc(NC(=O)C3CC3)ccc2O[C@H]1CN(C)S(=O)(=O)c1cccs1 | i
C[C@@H]1CN([C@H](C)CO)C(=O)c2cc(N(C)C)ccc2O[C@H]1CN(C)C(=O)Nc1ccc(F)cc1 | i
Cc1nnc(SCc2nc(N)nc(Nc3ccccc3)n2)s1 | i
O=C(Nc1ccccc1[N+](=O)[O-])c1cc(S(=O)(=O)Nc2ccccc2)c(Cl)cc1Cl | i
Continuation:
SMILES | NFkB SMM
C[C@H](CO)N1C[C@H](C)[C@@H](CN(C)S(=O)(=O)c2cccs2)OCCCC[C@H](C)Oc2ccc(NC(=O)Cc3ccccc3)cc2C1=O | i
C[C@H](CO)N1C[C@H](C)[C@H](CN(C)S(=O)(=O)c2cccs2)Oc2ccc(NC(=O)C3CC3)cc2C1=O | i
Cc1noc(C)c1S(=O)(=O)N(C)C[C@H]1OCCCC[C@H](C)Oc2ccc(NC(=O)NC(C)C)cc2C(=O)N([C@H](C)CO)C[C@H]1C | i
CCOC(=O)c1c(NC(=O)c2ccc(NS(C)(=O)=O)cc2)sc2c1CCCC2 | i
C[C@@H]1CCCCO[C@H](CN(C)S(C)(=O)=O)[C@H](C)CN([C@@H](C)CO)C(=O)c2cc(NS(=O)(=O)c3ccccc3)ccc2O1 | i
C[C@@H]1CCCCO[C@H](CN(C)C)[C@@H](C)CN([C@@H](C)CO)C(=O)c2cc(NC(=O)CCC(F)(F)F)ccc2O1 | i
COc1cc2cc(Oc3ccc4ccc(=O)oc4c3)c(=O)oc2cc1OC(C)=O | i
C=C(C)[C@@H]1CC[C@]2(C(=O)O)CC[C@]3(C)C(CCC4[C@@]5(C)C[C@@H](O)[C@H](O)C(C)(C)C5CC[C@]43C)C12 (some centres not stated) | i
Cc1noc(C)c1S(=O)(=O)Nc1ccc2c(c1)C(=O)N([C@H](C)CO)C[C@H](C)[C@H](CN(C)C(=O)Nc1ccccc1)OCCCC[C@H](C)O2 | i
COc1ccccc1NC(=O)CNC(=O)c1ccc(OC)c(OC)c1 | i
COc1ccc([Si](C)(C)[C@@H]2[C@@H](CCn3cc([C@H](O)c4ccccc4)nn3)O[C@]3(C(=O)N(C)c4ccccc43)[C@H]2C)cc1 | i
C[C@@H]1CCCCO[C@H](CN(C)C(=O)CCC(F)(F)F)[C@H](C)CN([C@H](C)CO)C(=O)c2cc(NC(=O)Cc3ccccc3)ccc2O1 | i
CC(C)NC(=O)N(C)C[C@H]1OCCCC[C@H](C)Oc2ccc(NC(=O)Nc3ccc(C(F)(F)F)cc3)cc2C(=O)N([C@H](C)CO)C[C@@H]1C | i
CNC[C@@H]1Oc2c(NC(=O)Nc3ccc4c(c3)OCO4)cccc2C(=O)N([C@@H](C)CO)C[C@@H]1C | i
C[C@H]1CN([C@@H](C)CO)C(=O)Cc2cc(NC(=O)CCC(F)(F)F)ccc2O[C@H]1CN(C)Cc1ccc2c(c1)OCO2 | i
Cc1noc(C)c1S(=O)(=O)N(C)C[C@H]1OCCCC[C@H](C)Oc2ccc(NC(=O)NC(C)C)cc2C(=O)N([C@@H](C)CO)C[C@@H]1C | i
COC1OC(=O)C(CCC2(C)C(C)CCC3(C)C2CC(O)C(O)C32CO2)C1O (configuration not stated) | i
C[C@@H]1CCCCO[C@H](CN(C)Cc2ccccc2)[C@@H](C)CN([C@H](C)CO)C(=O)c2cc(NS(=O)(=O)c3ccccc3)ccc2O1 | i
C[C@@H]1CN([C@H](C)CO)C(=O)c2cccc(NS(=O)(=O)c3ccc(Cl)cc3)c2O[C@@H]1CN(C)Cc1ccc(Cl)c(Cl)c1 | i
CC(C)NC(=O)N(C)C[C@@H]1OCc2cn(nn2)CCCC(=O)N([C@H](C)CO)C[C@H]1C | i
C[C@H](CO)N1C[C@H](C)[C@@H](CN(C)C)OCc2cnnn2CCCC1=O | i
COc1c(C2OCC(OC(C)=O)C(OC(C)=O)C2OC(C)=O)c(O)cc2oc(-c3ccc(OC4OC(CO)C(O)C(O)C4O)cc3)cc(=O)c12 (configuration not stated) | i
CNC[C@@H]1OCc2cn(nn2)CCCC(=O)N([C@H](C)CO)C[C@@H]1C | i
Cc1ccc(-c2nc3ccccc3o2)cc1NC(=O)COc1ccccc1 | i
C[C@@H]1CN([C@@H](C)CO)C(=O)c2cc(NC(=O)Nc3cccc4ccccc34)ccc2O[C@H]1CN(C)C | i
COc1ccccc1CN(C)C[C@@H]1OCc2cn(nn2)CCCC(=O)N([C@H](C)CO)C[C@H]1C | i
COc1ccc(NC(=O)Nc2ccc3c(c2)CC(=O)N([C@H](C)CO)C[C@H](C)[C@H](CN(C)S(C)(=O)=O)O3)cc1 | i
O=C(COc1cccc(NC(=O)c2ccc(Br)cc2)c1)c1ccc(F)cc1 | i
C[C@@H]1CN([C@@H](C)CO)C(=O)Cc2cc(NC(=O)c3ccncc3)ccc2O[C@@H]1CN(C)S(C)(=O)=O | i
C[C@H]1CN([C@@H](C)CO)C(=O)c2cccc(NC(=O)c3ccc(-c4nccs4)cc3)c2O[C@H]1CN(C)S(=O)(=O)c1cccs1 | i

Among those listed so far, eleven have a CF3 group:
SMILES | NFkB SMM
CC(C)NC(=O)Nc1ccc2c(c1)CC(=O)N([C@@H](C)CO)C[C@@H](C)[C@@H](CN(C)Cc1ccc(C(F)(F)F)cc1)O2 | i
C[C@@H]1CCCCO[C@@H](CN(C)C(=O)CCC(F)(F)F)[C@H](C)CN([C@@H](C)CO)C(=O)c2cc(NC(=O)c3ccncc3)ccc2O1 | i
C[C@H](CO)N1C[C@H](C)[C@H](CN(C)Cc2cccc(C(F)(F)F)c2)Oc2ncccc2C1=O | i
C[C@H]1CN([C@@H](C)CO)C(=O)Cc2cc(NC(=O)C3CC3)ccc2O[C@@H]1CN(C)Cc1ccc(C(F)(F)F)cc1 | i
CC1=C(C(=O)c2ccccc2)C(NC(=O)c2ccncc2)(C(F)(F)F)C(=O)N1Cc1ccccc1 (configuration not stated) | i
C[C@@H]1CN([C@H](C)CO)C(=O)Cc2cc(NC(=O)CCC(F)(F)F)ccc2O[C@H]1CN(C)C | i
N#Cc1c(C(F)(F)F)cc(-c2ccc(Br)cc2)nc1SCCC(=O)O | +
C[C@@H]1CCCCO[C@H](CN(C)C)[C@@H](C)CN([C@@H](C)CO)C(=O)c2cc(NC(=O)CCC(F)(F)F)ccc2O1 | i
C[C@@H]1CCCCO[C@H](CN(C)C(=O)CCC(F)(F)F)[C@H](C)CN([C@H](C)CO)C(=O)c2cc(NC(=O)Cc3ccccc3)ccc2O1 | i
CC(C)NC(=O)N(C)C[C@H]1OCCCC[C@H](C)Oc2ccc(NC(=O)Nc3ccc(C(F)(F)F)cc3)cc2C(=O)N([C@H](C)CO)C[C@@H]1C | i
C[C@H]1CN([C@@H](C)CO)C(=O)Cc2cc(NC(=O)CCC(F)(F)F)ccc2O[C@H]1CN(C)Cc1ccc2c(c1)OCO2 | i
